# GLP-1R agonist: agonists of human GLP-1 receptor. HEK293 GLP-1R CRE-luciferase, luminescence, 4-6 h; cells express a hypersensitive GLP-1R form. Potency, µM (highest dose often 45.6 µM), inactives show top-dose activation, hits mostly activators. 380,000 tested, 0.007% active. AID 624172; also: % of control where 0% means no effect
# Target sequence (P43220 whole entry, looked up): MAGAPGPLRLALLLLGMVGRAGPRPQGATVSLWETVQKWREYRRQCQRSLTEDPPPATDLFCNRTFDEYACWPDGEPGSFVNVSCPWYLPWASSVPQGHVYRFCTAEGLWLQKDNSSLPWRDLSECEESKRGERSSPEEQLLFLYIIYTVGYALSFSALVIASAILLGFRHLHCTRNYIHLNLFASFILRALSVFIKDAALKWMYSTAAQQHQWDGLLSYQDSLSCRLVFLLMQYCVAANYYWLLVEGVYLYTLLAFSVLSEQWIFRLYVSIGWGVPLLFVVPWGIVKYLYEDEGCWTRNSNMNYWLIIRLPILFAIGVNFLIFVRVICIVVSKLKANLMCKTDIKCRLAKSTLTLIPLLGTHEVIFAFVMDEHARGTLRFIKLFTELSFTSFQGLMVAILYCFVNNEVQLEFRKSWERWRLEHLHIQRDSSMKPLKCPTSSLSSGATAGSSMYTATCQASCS
# TDP43 rescue: rescues yeast growth from TDP-43 toxicity; TDP-43 expressing yeast growth rescue, BacTiter-Glo, 24 h; Potency, µM (series often up to 46.1 µM), without a hit: at the top dose growth rescue (activation), actives largely listed as activators; 410,000 tested, 1.8% active; AID 652104; also: % of control where 0% means no effect; nearly all actives have a fitted effect of over 50% in size
#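 Yeast cells expressing TDP-43 under galactose induction are exposed to compounds for 24 hr at 30 deg C. BacTiter-Glo luminescence measures growth, so protective compounds score as activators.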
# GLP-1R inv ag: inverse agonists of human GLP-1 receptor. P43220. HEK293 GLP-1R CRE-luciferase, luminescence, 24 h; GLP-1R form is constitutively active. Potency, µM (highest dose often 38.3 µM), inactives show at the top dose activity change, negative = inhibition, hits mostly inhibitors. 410,000 tested, 1.6% active; also: % is scaled to controls: 0 for no effect and ±100 for the full control effect; nearly all actives have a fitted effect of over 55% in size
#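 Inverse agonists were sought by their lowering of basal cAMP reporter luciferase output in HEK293 cells stably carrying constitutively active human GLP-1R, after 24 h compound treatment.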
# HT1080-NT tox: kills 2HG-producing HT-1080-NT fibrosarcoma cells; HT-1080-NT fibrosarcoma viability, CellTiter-Glo ATP luminescence, 48 h; Potency, µM (highest dose often 46.1 µM), for inactives: at the top dose activity, negative = less viability, actives largely listed as cytotoxic; 360,000 tested, 1.6% active; AID 686970;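 also: NT is the 2HG producing partner of a matched IDH1 knockdown line; 0% = DMSO-treated cells and -100% = media-only wells without cells; nearly all actives have a fitted effect of over 55% in size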
#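 Luminescent CellTiter-Glo readout after 48 hours of compound exposure at 37 degrees C defined viability of HT-1080-NT cells. Activity was normalized to DMSO wells and cell-free media wells; concentration-response curves were fitted and assigned curve classes.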
# KB-V1 cytotox: KB-V1 MDR subline cytotoxicity; KB-V1 MDR cells viability, CellTiter-Glo, 72 h; Potency, µM (top dose mostly 46.1 µM), for inactives: top-dose activity change, negative = cytotoxicity, hits mostly cytotoxic; 400,000 tested, 3.4% active; AID 1347076; also: % is scaled to controls: 0 for no effect and ±100 for the full control effect; nearly all actives have a fitted effect of over 60% in size
#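 Cells of the MDR subline KB-V1 are plated, dosed with compound at multiple concentrations, and incubated 72 h at 37 degrees C; CellTiter-Glo is then added and luminescence read after 10 min.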
# GLP1R cytotox: cytotoxic in the GLP-1 receptor inverse agonist counter-screen; Potency, µM (series often up to 38.3 µM), for inactives: top-dose activity change, negative = inhibition, usual class: inhibitors; 410,000 tested, 0.13% active; HEK293 cAMP-luciferase reporter cells, luminescence, 24 h; AID 624418;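 also: loss of luciferase light is scored as toxicity; % is scaled to controls: 0 for no effect and ±100 for the full control effect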
#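 To flag toxic compounds, the library was rerun on cells for 24 hr at 37 deg C and 5% CO2. Viability-linked luminescence was captured 12 min after adding luciferase detection reagent.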
# KB-3-1 cytotox: kills parental KB-3-1 adenocarcinoma cells; KB-3-1 viability, CellTiter-Glo ATP luminescence, 72 h; Potency, µM (highest dose often 46.1 µM), inactives show at the top dose activity change, negative = cytotoxic, actives largely listed as cytotoxic; 400,000 tested, 1.4% active; AID 1347075; also: % is scaled to controls: 0 for no effect and ±100 for the full control effect; nearly all actives have a fitted effect of over 60% in size
#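 72 h, 37 °C compound treatment of KB-3-1 parental cells; CellTiter-Glo added, 10 min, luminescence read. Data corrected against DMSO-only plates and normalized before curve fitting.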
# SW480 rereplic: inducers of DNA re-replication in SW480 colon cancer cells; SW480 DNA re-replication, Hoechst DNA content imaging, 48 h; Potency, µM (doses to about 46.1 µM), for the others: at the top dose re-replication activation, hits mostly activators; 340,000 tested, 1.8% active; also: % of control where 0% means no effect; nearly all actives have a fitted effect of over 55% in size
#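 250 cells/well; 23 nL cpd via pin tool; 48 hr, 37 C, 5% CO2; Hoechst 40 min; imager read of total nuclear intensity, ex 405/em 500-530 nm.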
# HT1080 IDH1KD tx: HT-1080 IDH1 knockdown cell toxicity (counter line); AID 686971; HT-1080 IDH1 knockdown viability, ATP luminescence, 48 h; Potency, µM (highest dose often 46.1 µM), for inactives: top-dose activity, negative = toxicity, usual class: cytotoxic; 360,000 tested, 2% active;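 also: 0% = DMSO wells and -100% = cell-free medium wells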
#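 Knockdown cells (IDH1KD HT-1080) received compounds 2 h after plating at 750 cells/well and were kept 48 h at 37 °C in 5% FBS RPMI. A CellTiter-Glo luminescence read gave % activity for curve fitting.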
# Active calls of the source: *; ? = inconclusive; nt = not tested or not shown; [ ] = another dose, or the depositor's remark. Calls follow the shape of the dose curve; as a rule, active = well fitted curve in the direction sought with a large enough effect; inconclusive = small, poorly fitted or top-dose-only effect, or another doubt; inactive = no such curve, though single readings can be large; an effect the other way counts as inactive or inconclusive. Potency is read from the fitted curve at half-maximal effect.
# Every second line gives: GLP-1R agonist, TDP43 rescue, GLP-1R inv ag, HT1080-NT tox, KB-V1 cytotox, GLP1R cytotox, KB-3-1 cytotox, SW480 rereplic, HT1080 IDH1KD tx
Cc1cc(C)cc(NC(=O)CSc2nc(N)c(NC(=O)c3ccc(Br)o3)c(=O)[nH]2)c1
    2%, 4%, 14%, 0%, 0%, -13%, 1%, -26%, 2%
CCC(=O)NNc1ncnc2c1cnn2C
    2%, -5%, 2%, 12%, 5%, 0%, -7%, ?, 7%
COc1cccc(OC)c1C(=O)Nc1ccc(N2CCN(C(=O)c3ccco3)CC2)cc1
    -4%, 21%, ?, 12%, 3%, -8%, 18%, -4%, 3%
CCSc1nc2ccccc2n1Cc1cccc([N+](=O)[O-])c1
    20%, 10%, 11µM*, -12%, ?, 3%, -10%, 2%, -18%
CC(=O)C1=C(c2ccccc2)NC(=S)NC1c1cc(Cl)c(OC(C)C)c(Cl)c1 (stereo not given)
    1%, 17%, ?, ?, -9%, -14%, -10%, 10%, ?
O=C(c1cc2c(s1)CCC2)N1C(=O)c2ccccc2S1(=O)=O
    -14%, 20%, 15%, 20%, ?, -7%, 6%, -7%, 14%
Cc1cc(C)cc(-n2c(C)cc(/C=N/NC(=O)c3ccncc3)c2C)c1
    -2%, nt, -18%, -30%, -9%, -5%, 15%, 24%[1.84 µM], -19%
COc1ccc(C(=O)OCC(=O)N2CCN(S(=O)(=O)c3ccc(C)cc3)CC2)cc1[N+](=O)[O-]
    -3%, 12%, -10%, 8%[9.24 µM], 6%, 4%, ?, -4%, 2%
COC(=O)c1ccc(NC(=S)NCCc2ccccc2)cc1
    1%, ?, ?, 3%, 3%, ?, -18%, 0%, ?
CCCC(=O)Nc1cc(-c2nc3ncccc3o2)ccc1C
    -7%, -1%, 15%, 29%, 8%, -10%, 0%, -3%, 18%
CN(Cc1ccccc1F)C(=O)c1ccc(NS(=O)(=O)c2ccc3[nH]c(=O)[nH]c3c2)cc1
    -1%, 5%, 20%, 2%, 0%, -2%, 2%, -3%, -10%
CN(C)/C=C1\C(=O)NN=C1C(F)(F)F
    -2%, -8%, 26%, -1%, 6%, -10%, -3%, -4%, 24%
Clc1ccccc1C1CC(c2ccccc2)Nc2ncnn21 (stereo not given)
    4%, 24%, -33%, 1%, -23%, -30%, ?, 0%, -11%
CCOc1ccccc1N1CCN(C(=S)NC(=O)C23CC4CC(CC(C4)C2)C3)CC1
    3%, -8%, ?, -6%, -7%, ?, 0%, -56%[inhibitor], -6%
COCc1[nH]nc2c1C(c1ccnc3ccccc13)C(C#N)=C(N)O2 (stereo not given)
    4%, -18%, 0%, -3%, 1%, 3%, 2%, 16µM*, 8%
CCOC(=O)C1=C(C)c2ccccc2OC1(CC)C(=O)OCC (stereo not given)
    11%, 17%, -22%, 4%, 0%, 1%, 0%, -35%, 6%
Cn1cc([C@]2(O)C(=O)Nc3ccc(OC(F)(F)F)cc32)c2ccccc21
    nt, ?, ?, ?, -1%, -4%, -2%, nt, ?
Cc1ccc2c(=O)c(C(=O)c3ccc(F)cc3)cn(CC(=O)NCc3ccccc3Cl)c2n1
    nt, 9%, 3%, nt, 0%, 0%, -2%, nt, nt
COc1cc(C(=O)NCCc2sc(-c3cccc(F)c3)nc2C)cc(OC)c1OC
    nt, 18%, -12%, nt, -10%, -4%, -1%, nt, nt
COc1cccc(CN(C)C(=O)c2cc(-c3ccc(OC)c(OC)c3)nc3ccccc23)c1
    24%, ?, -30%, -10%, nt, ?, nt, ?, -16%
C[C@@H]1NC(=O)c2cc([N+](=O)[O-])cc(I)c2NCC[C@@H](C(N)=O)NC(=O)[C@H](CC(N)=O)NC1=O
    -5%, 2%, 26%, 0%, ?, ?, 9%, 1%, 8%
O=C(CCn1c(=O)sc2ccccc21)Nc1cccnc1
    -1%, -16%, 7%, 2%, ?, 12%, 4%, -6%, 26%
CN(CCc1ccccc1)C(=O)c1cccc(NC(=O)Cc2cccc(NC(=O)C3CCCN(S(=O)(=O)c4cccc([N+](=O)[O-])c4)C3)c2)c1 (stereo not given)
    -1%, ?, -17%, 1%, 20%, -1%, -3%, ?, 0%
COc1ccccc1CN1C[C@@H]2C[C@@H](c3ccc(C)c(C)c3)N3CCC[C@@]23C1=O
    8%, -6%, ?, -28%, -4%, -21%, -14%, 4.1µM*, -21%
O=C(Cn1cnc2ccccc2c1=O)N1CCOCC1
    -15%, 2%, 7%, 12%, 4%, -16%, 24%, -1%, 14%
O=S(=O)(Cc1ccccc1Cl)NCCOc1ccccc1
    11%, -5%, -18%, 3%, -9%, -5%[1.53 µM], 9%, 16%, 1%
CCC(=O)N(C)CCc1cc2c(c(OC)c1/C=N/NC(=O)c1ccncc1)OCO2
    -3%, 12%, 9%, 13%, 0%, 0%, 6%, -10%, 20%
COC(=O)/C(=C/c1ccco1)NC(=O)c1ccccc1
    1%, -5%, 6%, -5%, -6%, 18%, 1%, -3%, -2%
COc1ccc(Cn2ccnc2SCC(=O)Nc2ccccc2OC)cc1
    12%, -4%, -17%, -7%, ?, -3%, -9%, -3%, -8%
Cc1cccc(NC(=S)NC(=O)CCc2ccccc2)c1
    18%, ?, ?, -8%, 3%, ?, -14%, -5%, -11%
O=C(CSC1CS(=O)(=O)c2cc([N+](=O)[O-])ccc21)NNC(=O)c1ccccc1 (stereo not given)
    6%, -2%, -8%, -4%, 18%, 5%, -1%, 9.2µM*, ?
Cc1ccc(C(=O)Nc2c(C(=O)NCc3ccco3)cnn2-c2ccccc2)cc1
    1%, -19%, -2%, -3%, 18%, 17%, 7%, -4%, -8%[9.24 µM]
COc1ccc2oc(=O)c(C(=O)NCc3ccccn3)cc2c1
    7%, -10%, 19%, 13%, -6%, 181%[activator], -12%, -1%, 9%
C#CCOc1ccc(CNC[C@H]2O[C@@H](n3ccc(N)nc3=O)[C@H](O)[C@@H]2O)cc1
    9%, 18%, 7%, 14%, -13%, 3%, -4%, nt, 0%
COC(=O)CN1C(=O)C(O)(c2c(C)[nH]c3ccccc23)c2ccccc21 (stereo not given)
    nt, 9%, -2%, nt, -1%, 7%, -8%, nt, nt
COCCCN(C(=O)C1CCC1)c1c(N)n(Cc2ccccc2)c(=O)[nH]c1=O
    2%, 14%, -1%, 4%, -2%, -22%, 2%, -6%, 5%
c1ccc2[nH]c(CCCc3nc4ccccc4[nH]3)nc2c1
    3%, -13%, 40%[activator], 1%, 6%, -6%, -3%, -7%[9.22 µM], 8%
Cc1cc2oc3c(c(=O)c2cc1C)C(c1ccc(F)cc1)N(CCCN1CCOCC1)C3=O (stereo not given)
    2%, 10%, -17%, 0%, 5%, -6%, -5%, -1%, 1%
O=C(COC(=O)CC12CC3CC(CC(Br)(C3)C1)C2)NC(=O)NCc1ccco1
    2%, -3%, -18%, 14%, ?, -18%, -2%, -6%, 11%
CC(C)(C)n1ncc2c(=O)n(CC(=O)NCc3ccc(F)cc3)cnc21
    -16%, -4%, ?, ?, 9.2µM*, -26%, 9.2µM*, ?, 13µM*
CC1CCC(NC(=O)c2nn(C)c(=O)c3ccccc23)CC1 (stereo not given)
    10%, ?, 110%[activator], 0%, 2%, 4%, -1%, nt, 8%
Cc1ccc(C(=O)Nc2ccc3c(c2)OCCO3)cc1
    -4%, -14%, ?, -4%, ?, 8%, -31%, 8%, -19%
O=c1c2ccccc2nnn1CSc1nc2ccccc2c(=O)n1Cc1ccco1
    -1%, -1%, -23%, 1%, 5%, -2%, 1%, 0%, 8%
CC(=O)Nc1ccc(S(=O)(=O)NC2=NCN(c3cccc([N+](=O)[O-])c3)CN2)cc1
    6%, 7%, 2%, -1%, 0%, 0%, 1%, -1%, 4%
CCNC(=O)NC(=O)CSc1ccccc1F
    17%, -5%, 15%, -6%, -8%, 4%, -9%, 0%, 0%
Cc1ccc(CSc2ccc3nnc(-c4ccccn4)n3n2)cc1
    7%, 20µM*, 0%[7.66 µM], 8%, ?, 0%[7.66 µM], 21%, 1%, -23%
O=C1CC(N2CCN(c3ccccn3)CC2)C(=O)N1c1ccc(Cl)cc1 (stereo not given)
    1%, 5%, 1%, 4%, ?, 7%, -6%, -8%, 4%
CCn1c(SCC(=O)NC2CCCC2)nnc1-c1ccoc1C
    11%, -6%, -16%, 9%, 2%, -6%, 0%, -24%, 11%
COc1ccc(-c2[nH]ncc2CN2CCC(OCc3ccccc3)CC2)c(F)c1
    17%, -10%, ?, -5%, ?, -16%, 14%, -12%, -2%
CC(NC(=O)CN1CCCC1)c1ccccc1 (stereo not given)
    -13%, 10%, 5%, -5%, 1%, 0%, 2%, -3%, 9%
COc1ccc(NC(=O)CN(C)C(=O)c2ccc(S(=O)(=O)Nc3ccccc3F)cc2)cc1
    6%, 23%, -17%, -1%, ?, 5%, 9%, -73%, 6%
c1ccc2nc3c(cc2c1)CCCCC3
    9%, ?, ?, 2%, 4%, -7%, -4%, 18µM*, 2%
C=CCNC(=O)NC(=O)COC(=O)/C=C/c1cccc([N+](=O)[O-])c1
    -9%, -9%, -1%[0.307 µM], ?, 1%, 15%[0.307 µM], -15%, -2%, ?
Cc1ccc(NC(=O)c2cccc(S(=O)(=O)N3CCCc4ccccc43)c2)nc1
    19%, ?, 7.9µM*, 4%, ?, 3%, ?, -18%, 1%
O=C(CSc1n[nH]c(=O)n1C1CC1)Nc1ccc(Cl)c(Cl)c1
    12%, 0%, -16%, -17%, -1%, -8%, -2%, -1%, -7%
O=C(COc1ccc(Br)cc1F)NC1CC1
    6%, 19%, 4%, 5%, 5%, -4%, -4%, 1%, 12%

# 2 entries from above in another layout:
canonical_smiles	GLP-1R agonist	TDP43 rescue	GLP-1R inv ag	HT1080-NT tox	KB-V1 cytotox	GLP1R cytotox	KB-3-1 cytotox	SW480 rereplic	HT1080 IDH1KD tx
COc1ccc(-c2[nH]ncc2CN2CCC(OCc3ccccc3)CC2)c(F)c1	17%	-10%	?	-5%	?	-16%	14%	-12%	-2%
CC(NC(=O)CN1CCCC1)c1ccccc1 (stereo not given)	-13%	10%	5%	-5%	1%	0%	2%	-3%	9%

# Screens deposited in PubChem by National Center for Advancing Translational Sciences (NCATS).
